Screens as filed in PubChem.
HepG2 viability: qHTS for Inhibitors of TGF-b: Cytotox Counterscreen; HepG2 CAGA-GFP viability, ATP luminescence, 18 h; Potency, µM (top dose mostly 46.1 µM), for inactives: at the highest dose activity change, negative = cytotoxicity, usual class: cytotoxic; 410,000 tested, 0.76% active; note: potency is the fitted concentration of half-maximal effect; some results filed as inactive show a strong effect at the top dose
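HepG2 CAGA-GFP cells (1000/well, DMEM with 1% FBS) received compound, then TGF-beta at 500 pg/mL final, and were incubated 18 hours at 37 degrees C. Viability was read by CellTiter-Glo luminescence. Media-only wells were set as complete cell-killing and DMSO as no toxicity.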
A549 viability: Nrf2 qHTS screen for inhibitors: counterscreen for cytotoxicity; A549 ARE-Fluc cells, CellTiter-Fluor viability, 18-24 h; Potency, µM (highest dose often 46 µM), for inactives: at the highest dose activity change, negative = cytotoxicity, most hits filed as inhibitors; 390,000 tested, 0.16% active; AID 504648, 2011; note: potency is the fitted concentration of half-maximal effect; % is set by controls: 0 for no effect and ±100 for the full control effect
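A549 ARE-Fluc cells in 5% FBS OPTI-MEM, 5000 cells/well, rested 2 h then exposed to compounds in concentration-response for 18-24 h at 37 °C. Viability by CellTiter-Fluor fluorescence (Ex 405/Em 525) after 30 min; luciferase luminescence (BugLite, 15 min, RT) read afterwards.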
EPAC2 ag: qHTS for Agonist of cAMP-regulated guanine nucleotide exchange factor 4 (EPAC2): primary screen; Rap guanine nucleotide exchange factor 4 (Homo sapiens), Q8WZA2; EPAC2 activation, biochemical qHTS; response scale: 100% = 6.5 mM cAMP response; Potency, µM (top dose mostly 154 µM), without a hit: at the top dose activation, usual class: activators; 360,000 tested, 0.079% active; AID 720711, 2013; note: potency is the fitted concentration of half-maximal effect; nearly all actives have a fitted effect of over 50% in size
Target sequence (Q8WZA2 whole entry, looked up): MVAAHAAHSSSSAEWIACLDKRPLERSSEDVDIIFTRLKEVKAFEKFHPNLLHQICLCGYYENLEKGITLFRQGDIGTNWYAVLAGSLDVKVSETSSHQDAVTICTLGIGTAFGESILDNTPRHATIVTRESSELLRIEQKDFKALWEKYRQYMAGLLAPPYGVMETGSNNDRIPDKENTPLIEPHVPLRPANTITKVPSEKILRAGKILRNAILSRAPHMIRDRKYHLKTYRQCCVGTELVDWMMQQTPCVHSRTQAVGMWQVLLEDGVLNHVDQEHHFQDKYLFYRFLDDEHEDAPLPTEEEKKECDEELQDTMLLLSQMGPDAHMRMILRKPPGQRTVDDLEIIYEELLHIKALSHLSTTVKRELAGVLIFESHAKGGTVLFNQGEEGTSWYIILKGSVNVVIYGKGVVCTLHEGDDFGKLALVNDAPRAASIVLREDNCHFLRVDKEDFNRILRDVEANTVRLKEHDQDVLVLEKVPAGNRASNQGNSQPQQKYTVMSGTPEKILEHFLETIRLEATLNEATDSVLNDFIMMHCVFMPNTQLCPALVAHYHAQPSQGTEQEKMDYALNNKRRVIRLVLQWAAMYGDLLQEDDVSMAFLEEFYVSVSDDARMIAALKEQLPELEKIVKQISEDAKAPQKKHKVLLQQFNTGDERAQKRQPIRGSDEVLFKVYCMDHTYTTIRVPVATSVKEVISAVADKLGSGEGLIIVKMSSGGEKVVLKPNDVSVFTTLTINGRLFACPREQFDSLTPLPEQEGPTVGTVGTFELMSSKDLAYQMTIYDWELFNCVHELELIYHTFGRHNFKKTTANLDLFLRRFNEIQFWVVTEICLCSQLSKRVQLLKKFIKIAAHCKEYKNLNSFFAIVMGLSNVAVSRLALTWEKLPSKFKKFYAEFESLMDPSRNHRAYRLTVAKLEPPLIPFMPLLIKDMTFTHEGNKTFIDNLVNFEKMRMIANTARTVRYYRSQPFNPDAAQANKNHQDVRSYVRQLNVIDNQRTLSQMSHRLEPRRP
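Setup: EPAC2 100 nM, labeled Rap1B complex 250 nM, free GDP 50 uM. Compound titrations pinned in, brief spin, 5 min room temperature incubation. Kinetic fluorescence read over 30 min, normalized to 6.5 mM cAMP.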
Nrf2 inh: Nrf2 qHTS screen for inhibitors. Potency, µM (top dose mostly 46 µM), without a hit: at the highest dose activity change, negative = inhibition, hits mostly inhibitors. A549 ARE-Fluc reporter, luciferase luminescence, 18-24 h. 360,000 tested, 2.1% active; note: potency is the fitted concentration of half-maximal effect; % is set by controls: 0 for no effect and ±100 for the full control effect; nearly all actives have a fitted effect of over 60% in size
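Nrf2 function is reported as luminescence of an ARE-controlled luciferase in A549 cells. Compounds were tested at several concentrations, and a CellTiter-Fluor read on the same wells flagged cytotoxicity.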
S2 tox: Viability Counterscreen for Primary qHTS for Inhibitors of ATXN expression | S2 cells (HEK-293 line with an ATXN2-luciferase reporter) viability, CellTiter-Fluor protease fluorescence, 24 h | Potency, µM (series often up to 56.7 µM), hits mostly cytotoxic | 400,000 tested, 0.49% active; note: potency is the fitted concentration of half-maximal effect; nearly all actives have a fitted effect of over 40% in size
ATXN2 expr inh: Primary qHTS for Inhibitors of ATXN expression; HEK-293 ATXN2-luciferase reporter, luminescence, 24 h; Potency, µM (series often up to 57 µM), for the others: top-dose activity change, negative = inhibition, usual class: inhibitors; 360,000 tested, 0.72% active; note: potency is the fitted concentration of half-maximal effect; % is set by controls: 0 for no effect and ±100 for the full control effect; nearly all actives have a fitted effect of over 55% in size
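ATXN2-luciferase reporter cells (luciferase flanked by upstream and downstream ATXN2 gene portions) were treated 24 h at 37 °C with compounds at up to 57 uM. SteadyGlo luminescence gave expression; GF-AFC fluorescence gave viability.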
Nrf2 activator: qHTS of Nrf2 Activators | AREc32 ARE-luciferase reporter (MCF7-derived line), luminescence, 24 h | Potency, µM (highest dose often 46.1 µM), for inactives: top-dose activation, usual class: activators | 410,000 tested, 0.31% active | AID 624171, 2012; note: potency is the fitted concentration of half-maximal effect; % of control where 0% means no effect; nearly all actives have a fitted effect of over 65% in size
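For detection, Steady-Glo was added and plates sat 30 min at RT; before that, AREc32_Fluc cells grown overnight in OPTI-MEM/5% FBS had been treated with 23 nL compound for 24 hr at 37 deg C.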
TGFb inhibitor: qHTS for Inhibitors of TGF-b | HepG2 CAGA-GFP TGF-b/SMAD3 reporter, GFP fluorescence, 18 h; TGF-beta stimulated, 500 pg/mL final | Potency, µM (doses to about 46.1 µM), inactives show at the highest dose activity, negative = inhibition, most hits filed as inhibitors | 410,000 tested, 1.2% active | AID 588855, 2011; note: potency is the fitted concentration of half-maximal effect; % is set by controls: 0 for no effect and ±100 for the full control effect; nearly all actives have a fitted effect of over 65% in size
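First, reporter cells (HEPG2 CAGA-GFP) rested 2 h at 37 degrees C. Next, compounds were pinned in and TGF-beta added to 500 pg/mL final. After 18 h, GFP was imaged per cell and summed per well.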
IL-2 act: qHTS of IL-2 Activators; IL-2 activation reporter assay, cell-based qHTS; stimulated with anti-CD3/CD4/CD28 beads; in transgenic mouse T cells; activation, % (series mostly up to about 46 µM); 360,000 tested, 0.065% active; AID 652025, 2013; in the data active = activation above about 50%; inconclusive = mostly about 30% to 49%; note: 0% is about no effect
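Readout: EGFP and DsRed signals by fluorescent plate cytometry. Unstimulated transgenic mouse T cells received compound 60 min before antibody-bead stimulation, then incubated 18 h at 37 degrees C.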
* = called active by the depositor; i = inactive; u = inconclusive; x = no result given; & = joins results of further samples; [ ] = dose if it differs, or a comment. Unless noted, calls come from the whole dose curve; as a rule, active = well fitted curve in the direction sought with a large enough effect; inconclusive = small, poorly fitted or top-dose-only effect, or another doubt; inactive = no such curve, though single readings can be large; an effect the other way counts as inactive or inconclusive.

A first look (three entries):
SMILES	HepG2 viability	A549 viability	EPAC2 ag	Nrf2 inh	S2 tox	ATXN2 expr inh	Nrf2 activator	TGFb inhibitor	IL-2 act
COc1ccc(NC(=O)CSc2nc3ccccc3c(=O)n2CCC(=O)N2CCCCC2)cc1	-18%	-22%	12%	1%	i	-10%	2.3%	-7%	-1.4
COc1cc(C(=O)Oc2ccccc2/C=N/NC(=O)c2ccc(C)c(Cl)c2)cc(OC)c1OC	-48%	-1%	-2%	-12%	u	u	2.5%	u	-1.3
O=[N+]([O-])c1ccc(C2Nc3cccc4cccc(c34)N2)cc1	-6%	0%	12%	0%	i	-5%	27%	5%	-0.3

Main list, previewed entries included:
SMILES	HepG2 viability	A549 viability	EPAC2 ag	Nrf2 inh	S2 tox	ATXN2 expr inh	Nrf2 activator	TGFb inhibitor	IL-2 act
COc1ccc(NC(=O)CSc2nc3ccccc3c(=O)n2CCC(=O)N2CCCCC2)cc1	-18%	-22%	12%	1%	i	-10%	2.3%	-7%	-1.4
COc1cc(C(=O)Oc2ccccc2/C=N/NC(=O)c2ccc(C)c(Cl)c2)cc(OC)c1OC	-48%	-1%	-2%	-12%	u	u	2.5%	u	-1.3
O=[N+]([O-])c1ccc(C2Nc3cccc4cccc(c34)N2)cc1	-6%	0%	12%	0%	i	-5%	27%	5%	-0.3
COCCn1c(-c2cccc([N+](=O)[O-])c2)nc2c1c(=O)[nH]c(=O)n2Cc1ccccc1	5%	-6%	2%	u	i	x	2.8%	-9%	1.8
C=CCc1cc(C=O)cc(OC)c1OCc1c(Cl)cccc1Cl	-30%	-13%	6%	-27%	i	10%	3.1%	5%	1.9
COc1ccc(CN2CCNC(=O)C2CC(=O)N(C)C2CCOCC2)cc1OC (stereo not given)	-11%	x	-1%	x	i	x	-2.3%	-3%	-3.5
Cc1ccc(N2C(N)=NC(N)=NC23CCCC3)c(C)c1	-6%	-12%	-6%	x	i	-6%	-0.2%	-1%	-2.6
O=C(Nc1cccc(Cl)c1N1CCCCC1)c1ccc2c(c1)OCCO2	0%	-7%	11%	u	i	-15%	-0.8%	5%	0.2
CC(=O)NCCCC(=O)NN1C(=S)N(Cc2ccccc2)C(=O)C1CC(=O)Nc1cccc(C)c1 (stereo not given)	-20%	2%	3%	-8%	i	-6%	-0.4%	3%	-0.2
CC(O)CNc1nc2c(c(=O)n(Cc3ccccc3)c(=O)n2C)n1C (stereo not given)	-30%	11%	9%	-10%	i	-7%	4.5%	-24%	-1.4
COc1cc(/C=C/C(=O)OCC(=O)N(CC(C)C)c2c(N)n(Cc3ccccc3)c(=O)[nH]c2=O)ccc1O	0%	0%	-22%	5%	u	3%	0.4%	1%	0.7
O=S(=O)(c1ccc(Oc2ccc(Br)cc2F)nc1)N1CCCCC1	-26%	-15%	14%	16µM*	i	-5%	0.0%	u	-2.3
CCN(CC)S(=O)(=O)c1ccc2c(c1)N(CC(=O)NCc1ccccn1)C(=O)CO2	-8%	1%	5%	-2%	i	7%	0.4%	0%	-3.0
Cc1cc(C)cc(NC(=O)c2ccc(CNc3c(N4CCCC4)c(=O)c3=O)cc2)c1	3%	0%	0%	-26%	i	-24%	2.2%	-22%	-3.6
Cc1c(Cl)cccc1-n1ccnc1SCC(=O)O	0%	-11%	5%	13%	i	-8%	0.3%	6%	-0.8
Cc1ccc(-c2nnc(N3CCN(C(=O)c4ccco4)CC3)c3ccccc23)cc1	-24%	-10%	-8%	-17%	i	-21%	-0.6%	-16%	-1.0
Cc1cccc(-n2c(-c3csc(C)c3C)n[nH]c2=S)c1	4%	-2%	-5%	10%	u	4%	0.1%	-14%	0.1
O=[N+]([O-])c1ccc(O)c(CN2CCCCCC2)c1	-3%	-2%	4%	9%	u	x	-0.7%	-12%	-3.1
O=c1c2ccccc2nc(CSc2nnnn2-c2ccccc2)n1-c1ccccc1Cl	4%	-17%	-1%	u	u	0%	-0.3%	-21%	-0.3
O=C(O)c1ccc(NC(=O)c2ccccc2NC(=O)c2cccc(F)c2)cc1	-18%	-1%	2%	-2%	i	2%	-0.2%	25%	0.0
CCOc1ccc(CCNC(=O)c2ccc(OCc3c(C)noc3C)cc2)cc1OCC	-12%	-10%	-4%	u	i	u	1.0%	-14%	-5.0
S=c1[nH]c2nc(Cl)c(Cl)nc2[nH]1	-15%	x	8%	x	u	x	-1.0%	-16%	-1.6
COc1cccc(CNC(=O)CCC(=O)N2CC(C)Oc3ccccc32)c1OC (stereo not given)	-9%	18%	-4%	0%	i	6%	0.2%	-12%	-0.7
Cc1ccccc1NC(=O)Nc1nc(C2CCC(=O)N2)cs1 (stereo not given)	-25%	x	10%	x	i	0%	3.6%	-4%	-0.2
Cc1ccc(CNC(=O)c2ccc(CS(=O)(=O)c3ccccc3C)o2)cc1	-2%&-28%	12%&12%	5%	-13%&-9%	i	-3%&7%	-0.4%&-0.7%	-11%&-23%	-2.2

Next part:
SMILES	HepG2 viability	A549 viability	EPAC2 ag	Nrf2 inh	S2 tox	ATXN2 expr inh	Nrf2 activator	TGFb inhibitor	IL-2 act
Cc1nn(C)c(Cl)c1CN1CCN(CCC(C)C)C(CCO)C1 (stereo not given)	-6%	0%	0%	12%	i	-9%	-1.2%	-3%	-3.1
Cc1noc(C)c1C(=O)OCC(=O)c1ccc[nH]1	-18%	3%	4%	-12%	u	4%	3.7%	3%	-2.0
CC(C)Oc1ccc(CN=C(N)N=C(N)N)cc1Cl	-16%	-17%	6%	15µM*	i	-2%[11.3 µM]	-0.2%	-11%	-1.8
CCN1CCN(CC(=O)Nc2cc(C)c(C)cc2[N+](=O)[O-])CC1	-1%	5%	1%	12%	i	0%	-0.3%	2%	-1.0
Cc1ccc(CN2C(=O)N/C(=C/c3ccc(-c4ccc(C(=O)O)cc4)o3)C2=O)cc1	-11%	1%	-6%	-3%	i	6%	-0.6%	-2%	0.5
Cc1cc(NC(=O)Cc2ccccc2)cc(-c2nc3ccccc3o2)c1O	0%	2%	x	3%	i	12%	-0.3%	2%	x
Cc1cccc(C(=O)OCC(=O)c2ccc3c(c2)NC(=O)CO3)c1	-5%	2%	22%	-4%	i	25%	3.8%	-10%	1.4
N#C/C(C(N)=O)=C1/CCCN1Cc1ccccc1	30%	7%	14%	3%	i	-9%	-0.3%	16%	-2.7
CN1C(=O)c2ccccc2N(C)C1c1cccc(O)c1 (stereo not given)	1%	-4%	5%	-1%	i	12%	-0.5%	9%	-1.7
COc1ccc(N2CCN(C(=O)CSc3nnc(-c4cc5ccccc5cc4O)n3C)CC2)cc1	-27%	-7%	0%	8%	i	-16%	0.4%	u	0.1
OCCCNC(=S)NC1CCCC1	7%	-9%	6%	0%	i	3%	-0.6%	10%	0.0
Cc1cc(=O)[nH]c2cc(O)ccc12	-45%	-1%	7%	-26%	i	2%	-0.9%	0%	-0.1
O=C(CSc1ccc(Br)cc1)Nc1ccc(N2CCOCC2)cc1	2%	-1%	-2%	12%	u	-3%	-1.0%	-2%	0.4
CCCOc1c(Br)cc(/C=N/O)cc1OC	-38%	u	2%	x	i	1%	0.2%	u	0.0
CCc1ccc(OCCCC(=O)NCc2ccccc2)cc1	-14%	4%	3%	-9%	i	3%	-0.8%	-28%	-0.3
CCOc1ccccc1OCC(=O)OCC(=O)c1c(C)[nH]c2ccccc12	-29%	0%	6%	4%	i	-3%	-0.3%	-5%	-5.0
Cc1ccc(C(=O)N(C)CC(=O)Nc2ccc(N3CCOCC3)cc2)s1	-2%	-3%	5%	14%	i	8%	2.1%	0%	-2.7
CCCC(=O)NNC(=O)CCC(=O)Nc1ccccc1Cl	-14%	-1%	0%	u	i	2%	0.2%	-8%	0.0
Cc1ccc(NCc2nnc3n2CCCCC3)c(C)c1	-3%	4%	9%	-2%	i	-24%	0.1%	3%	16
CC1=CC(C)C2(CO)COC(c3ccccc3O)C1C2C (stereo not given)	-11%	-11%	-14%	u	i	-4%	-0.1%	0%	-1.8
CS(=O)(=O)c1ccc(-c2cc(NC=O)c3ncc(-c4ccc(F)cc4)n3c2)cc1	-20%	x	5%	x	u	-19%	0.6%[9.22 µM]	-7%	-0.6
COc1ccc(NC(=O)c2ccc(COCC(F)(F)F)cc2)cc1OC	-18%	-2%	6%	u	i	9%	2.0%	-1%	0.7
COc1cc(OC)c2c(-c3cccc(-c4ccc(CO)cc4)c3)cc(=O)oc2c1	-4%	u	5%	u	i	u	-0.8%	5µM*	-0.1
COCCOC(=O)C1=C(C)NC2=C(C(=O)CC(C)(C)C2)C1c1cccnc1 (stereo not given)	-4%	1%	0%	0%	i	2%	0.0%	0%	-0.4
CC(C)N1CCSC1=S	2%	2%	0%	4%	i	-5%	0.1%	11%	-2.4

Next structures follow:
SMILES	HepG2 viability	A549 viability	EPAC2 ag	Nrf2 inh	S2 tox	ATXN2 expr inh	Nrf2 activator	TGFb inhibitor	IL-2 act
CCc1nc2ccc(C(=O)Nc3ccc(OC)c(OC)c3)cn2c1N(C)C(=O)Cc1ccccc1	-3%	x	8%	x	i	3%	-0.4%	3%	-0.8
COc1ccccc1Oc1ccc2c(c1)C(=O)N(c1ccccc1)C2=O	-18%	-11%	10%	-3%	i	1%	-0.5%	-1%	-1.8
CCNC(=S)N(CCc1c(C)[nH]c2ccc(C)cc12)Cc1cccnc1	4%	-11%	14%	-7%	x	-23%	-0.2%	17%	-2.9
Cc1ccc2[nH]c(-c3ccccc3)c(CN3CCOCC3)c(=O)c2c1	-1%	-5%	9%	-4%	i	5%	2.1%	-10%	-0.8
COc1ccc(NC(=O)CCc2nc(-c3ccc(C)cc3)no2)cc1Cl	-35%	-10%	9%	-1%	i	19%	-0.4%	-3%	0.8
COC(=O)c1c(C)nsc1NC(=O)Oc1ccccc1	-4%	0%	4%	12%	i	15%	-0.5%	5%	0.3
